Bioassay records from PubChem.
TAAR1 agonist = human TAAR1 agonists, primary screen, Fluo-8 calcium fluorescence, CHO RD-HGA16 cells | Trace amine-associated receptor 1 (Homo sapiens), Q96RJ0 | vehicle wells 0%, saturating PEA agonist 100% | activation, % at 3 µM | 360,000 tested, 0.99% active;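 active = activation above the mean activation of all test compounds in the run plus 3 SD, cut at about 38% in these data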
Target sequence (Q96RJ0 whole entry, looked up): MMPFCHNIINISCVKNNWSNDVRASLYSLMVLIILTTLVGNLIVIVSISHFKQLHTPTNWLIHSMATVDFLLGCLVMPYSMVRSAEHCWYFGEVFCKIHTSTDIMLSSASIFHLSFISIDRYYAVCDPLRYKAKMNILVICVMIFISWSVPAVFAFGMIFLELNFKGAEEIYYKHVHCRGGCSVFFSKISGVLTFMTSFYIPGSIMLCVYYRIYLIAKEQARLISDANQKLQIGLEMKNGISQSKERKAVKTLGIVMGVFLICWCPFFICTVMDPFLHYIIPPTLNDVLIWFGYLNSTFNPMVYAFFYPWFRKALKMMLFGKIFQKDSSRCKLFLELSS
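Test system: RD-HGA16 (CHO) cells co-expressing Gα16 and hTAAR1 / Benchmarks: DMSO vehicle as 0%, PEA at EC100 as 100% / Repeats: no replicates (n 1) / Measure: % activation from peak over basal fluorescence ratio, DMSO-to-PEA scaled / Timing: 17-24 h plating, Fluo-8 75 min 37 °C, 30 min RT / Technique: kinetic Fluo-8 calcium fluorescence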
An asterisk follows results filed as active. Not all compounds are listed. The share of hits here may be higher or lower than overall.

TAAR1 agonist	Compound
19	COc1cccc2oc3cc(C#Cc4ccccn4)ccc3c(=O)c12
1	COC(=O)c1cc2c(c3c4cc(C)ccc4n(S(=O)(=O)c4ccccc4)c13)C(=O)N(Cc1ccc(C(F)(F)F)cc1)C2
0	COC(=O)N1Cc2ccnnc2CC1c1ccccc1Br (stereo not given)
-1	C=CCCC1CN(Cc2ccc(OC)cc2)S(=O)(=O)c2c(NCc3cc(OC)c(OC)c(OC)c3)cccc2O1 (stereo not given)
5	Cc1ccccc1NC(=O)N(C)[C@H]1C[C@H]2c3[nH]c4c(-c5ccc6c(c5)OCO6)cccc4c3CCN2C(=O)[C@H]1[C@H](C)O
1	CC(C)C[C@@H]1COc2cccc(NC3CC3)c2S(=O)(=O)N1
4	CCCCc1c(-c2ccccc2OC)ncn1Cc1cc(F)cc(F)c1
1	COc1ccc2c(c1)OC[C@H]1[C@H]2N2C(=O)CNC(=O)[C@@]2(C)[C@H]1c1ccccc1
1	O=C(C(=O)N1CCN(S(=O)(=O)c2cccc(C(F)(F)F)c2)CC1)c1cccc(C(F)(F)F)c1
15	Cc1nn(-c2ccccc2)c(C)c1-c1cc(C(=O)N/N=C/c2cccnc2)[nH]n1
0	COc1ccccc1-c1ccc([C@@H]2C[C@H]3[C@H](CON3C)CN2S(=O)(=O)c2cc(Cl)cc(Cl)c2)cc1
1	CCCCc1c(-c2ccccc2OC)ncn1C1CCCCC1
1	CCCN1C(=O)c2[nH]nc(-c3ccccc3)c2C1c1ccc(F)cc1 (stereo not given)
4	CC(=O)Nc1cccc(Cn2cccn2)c1
5	Cc1ccc2c(c1)c1ncnc(N3CCC4(CC3)OCCO4)c1n2C
1	CC(C)C[C@@H]1COc2cc(F)ccc2S(=O)(=O)N1
0	Cc1ccc(-c2nc3c(C)cc(Br)cn3c2Cc2ccccc2C(F)(F)F)cc1
0	COc1ccc(OC)c(N=C2SCCCN2C(=O)c2ccc(N3C(=O)CCC3=O)cc2)c1
0	C=CCCC1CN(Cc2ccc(OC)cc2)S(=O)(=O)c2c(Oc3ccc(C)cc3)cccc2O1 (stereo not given)
1	Cc1cc(N2CCN(C(=O)OC(C)(C)C)C[C@H]2C)ccc1N1CCN(Cc2ccccc2)[C@H](C)C1
1	CC(=O)C1=C(O)C(=O)N(c2cccnc2)C1c1ccc([N+](=O)[O-])cc1 (stereo not given)
0	COc1ccc(-c2cc(C(F)(F)F)nc(SCCC(=O)NCc3ccco3)n2)cc1
10	Cc1nc2scc(-c3ccccc3)c2c(=O)n1N=C1C=CC(=O)C=C1
2	CC(=O)NC(Cc1ccccc1C)C(=O)NC1CCN(c2ncccc2[N+](=O)[O-])CC1 (stereo not given)
2	CC(C)c1[nH]nc2c1C(c1ccc(F)cc1)NC2=O (stereo not given)

Some of the entries above, set out differently.
SMILES	TAAR1 agonist
CC(C)c1[nH]nc2c1C(c1ccc(F)cc1)NC2=O (stereo not given)	2
COC(=O)c1cc2c(c3c4cc(C)ccc4n(S(=O)(=O)c4ccccc4)c13)C(=O)N(Cc1ccc(C(F)(F)F)cc1)C2	1
COc1ccccc1-c1ccc([C@@H]2C[C@H]3[C@H](CON3C)CN2S(=O)(=O)c2cc(Cl)cc(Cl)c2)cc1	0
CC(C)C[C@@H]1COc2cc(F)ccc2S(=O)(=O)N1	1

The list goes on:
TAAR1 agonist	Compound
0	CC(=O)/C=C/n1c(=S)oc2ccccc21
-1	COc1ccccc1/C=N/N1C(=O)C(CC(=O)Nc2ccc([N+](=O)[O-])cc2OC)SC1=Nc1cccc(C)c1C (stereo not given)
1	COc1ccc(-c2noc(CCC(=O)Nc3nc4ccccc4s3)n2)cc1
0	COc1ccc(-c2cc(C(F)(F)F)n3nc(C(=O)NCCCN4CCOCC4)cc3n2)cc1
0	CC[C@H](C)[C@H]1CNC(=O)C(=O)N1CC1CCN(CCc2ccc(OC)c(OC)c2)CC1
8	Cc1ccc2c(c1)-n1c(nc3ccccc3c1=O)C(Cc1ccc(O)cc1)NC2=O (stereo not given)
3	Oc1ccc2ccccc2c1CNc1ccc(Br)cc1
3	CC(=O)C1=C(C)N(Cc2ccc(Br)cc2)C(=S)NC1c1ccc(F)cc1 (stereo not given)
41*	CCn1c(C)nc2cc(C(=O)NNC(=O)Nc3ccc(Cl)c(Cl)c3)ccc21
0	CCCN(CCC)c1cc(=O)nc2ccccn12
2	Cc1ccc(-c2c(C(=O)c3ccccc3)[nH]c(N)c2C(=O)NCCc2c[nH]c3ccccc23)cc1
7	O=[N+]([O-])c1ccccc1CN1CCN(Cc2c[nH]c3ccccc23)CC1
3	CCc1cc2c(nc1CC)CCCN2S(=O)(=O)c1ccccc1C
0	C[C@H]1[C@H](c2ccccc2)Oc2ccc(Cl)cc2S(=O)(=O)N1C[C@@H]1CCCN1C(=O)OC(C)(C)C
6	Cc1ccc(NC(=O)N(Cc2ccco2)Cc2cc3cc(C)cc(C)c3nc2Cl)cc1
1	Cc1cc(O)cc(=O)n1-c1ccc(Cl)c(C(F)(F)F)c1
0	CC(c1ccccc1)n1c(NCCCn2ccnc2)nc2c1c(=O)[nH]c(=O)n2C (stereo not given)
-2	C=CCNc1cccc2c1S(=O)(=O)N[C@H](CC(C)C)CO2
0	COc1ccc(Nc2nc(Cl)nc(N3CCN(c4ccc(OC)cc4)CC3)n2)cc1
-1	COc1ccc(/C=N/n2cnc3c([nH]c4ccc(Br)cc43)c2=O)cc1CN1CCOCC1
7	CN1CCN(NC(=O)CN2C(=O)/C(=C/c3ccccc3F)SC2=S)CC1
1	C#CCN(C[C@H]1[C@H](OC(=O)Nc2c(C)noc2C)[C@H](OC(=O)Nc2c(C)noc2C)CN(C(=O)OC(C)C)N1C(=O)OC(C)C)S(=O)(=O)c1ccc(C)cc1
13	O=C(CN1CCSCC1)N/N=C/c1ccc(Cl)cc1
0	O=S(=O)(NCc1ccccc1)c1cc(Br)ccc1Br
14	CC1=C(C(=O)OCc2ccccc2)C(c2ccc3ccccc3c2)NC(=O)N1CCCCCC(=O)O (stereo not given)

A portion from further up:
TAAR1 agonist	Compound
8	Cc1ccc2c(c1)-n1c(nc3ccccc3c1=O)C(Cc1ccc(O)cc1)NC2=O (stereo not given)
3	Oc1ccc2ccccc2c1CNc1ccc(Br)cc1

Arranged by formula weight (largest number first): some entries from above
TAAR1 agonist	Compound
-1	COc1ccc(/C=N/n2cnc3c([nH]c4ccc(Br)cc43)c2=O)cc1CN1CCOCC1
3	CC(=O)C1=C(C)N(Cc2ccc(Br)cc2)C(=S)NC1c1ccc(F)cc1 (stereo not given)
0	CC[C@H](C)[C@H]1CNC(=O)C(=O)N1CC1CCN(CCc2ccc(OC)c(OC)c2)CC1
0	O=S(=O)(NCc1ccccc1)c1cc(Br)ccc1Br
3	CCc1cc2c(nc1CC)CCCN2S(=O)(=O)c1ccccc1C
3	Oc1ccc2ccccc2c1CNc1ccc(Br)cc1
13	O=C(CN1CCSCC1)N/N=C/c1ccc(Cl)cc1

(list continues)
TAAR1 agonist	Compound
0	O=c1nc(SCc2c(F)cccc2Cl)nc(-c2ccccc2)[nH]1
4	CCN(CC)CCN1C(=O)C(=O)/C(=C(/O)c2ccc(OCC(C)C)cc2)C1c1ccncc1 (stereo not given)
5	O=C(NNC(=O)c1cccs1)c1ccc([N+](=O)[O-])cc1
2	CC(C)C[C@@H]1COc2cccc(NCCO)c2S(=O)(=O)N1
-1	COc1ccccc1Cc1c(-c2ccc(F)cc2)nc2c3ccccc3ccn12
7	Cc1cc2ncn(-c3ncnc4sc5c(c34)CCCC5)c2cc1C
1	CCOC(=O)C1=C(C(=O)OCC)C2N(Cc3ccc(C#N)cc3)c3ccccc3[C@@]23C[C@@H](C(=O)OC)N(S(=O)(=O)c2ccc(C)cc2)C3=N1 (stereo not given in full)
10	CC(C)n1c(CN(C)Cc2ccccc2)nc2c1c(=O)n(C)c(=O)n2C
3	C[C@@H](CO)NC(=O)c1[nH]cnc1C(=O)Nc1ccccc1
-1	Cc1cc(C)c(NS(=O)(=O)c2ccc(NC(=O)/C=C/C(=O)O)cc2)c(C)c1
10	Cc1nc(NS(=O)(=O)c2ccccc2C)c2c3c(sc2n1)CCC3
1	CN(C)CCOC1c2ccccc2C=Cc2ccccc21
-1	C[C@@H]1C=CCCO[C@]12C(=O)N(Cc1ccc(F)cc1)c1ccccc12
1	CCCN1CCCCC(NC(=O)c2ccccc2C)C1=O (stereo not given)
7	Nc1[nH]c(C(=O)c2ccc(Br)cc2)c(-c2ccc(Cl)cc2[N+](=O)[O-])c1C(=O)NCCc1c[nH]c2ccccc12
2	C[C@@H]1CCCCO[C@@H](CN(C)Cc2ccc(C(=O)O)cc2)[C@@H](C)CN([C@H](C)CO)C(=O)c2cc(NS(C)(=O)=O)ccc2O1
1	CCCSC1=C(C#N)C(c2ccccc2C)CC(=O)N1 (stereo not given)
-2	C=CCN1C(=O)c2n[nH]c(C(C)C)c2C1c1ccc(C)cc1 (stereo not given)
0	CS(=O)(=O)c1ccc(CNC(=O)C2(C(F)(F)F)CC(CCCO)CCCO2)cc1 (stereo not given)
-2	CCOC(=O)N1CCN(C(=O)C[C@H]2C[C@@]3(C(=O)OC)C(=C[C@H](C(C)(C)C)O[C@@H]3C)N(Cc3ccc4c(c3)OCO4)C2=O)CC1
2	CCOC(=O)C1=C[C@@H](C(C)(C)C)N(S(=O)(=O)c2ccc([N+](=O)[O-])cc2)[C@H]1c1cccc(Cl)c1
33	COC(=O)C1=C(C)N(Cc2cccc(C(F)(F)F)c2)C(=NCc2ccc(OC)cc2)NC1c1cccc(Cl)c1 (stereo not given)
0	Cc1[nH]c2ccccc2c1C(=O)c1c(N)[nH]c(C(=O)c2ccc(Br)cc2)c1-c1ccc(Br)cc1
1	OC(c1ccccc1)(c1ccccc1)C1CCN(CCCOc2ccccn2)CC1
0	COC(=O)c1cc2c(c3c4cc(OC)ccc4n(S(=O)(=O)c4ccc(OC)cc4)c13)C(=O)N(Cc1ccc(C(F)(F)F)cc1)C2
1	C[C@@H]1COc2cccc(NCCO)c2S(=O)(=O)N1
6	NC(=O)CC[C@@H]1NC(=O)[C@@H]2CCCN2C(=O)c2cc([N+](=O)[O-])cc(I)c2NCCC[C@@H](C(=O)NC(CC(=O)O)C(N)=O)NC1=O (stereo not given in full)
2	COc1ccc2c(c1)[C@@]1(OCCC=C[C@H]1C)C(=O)N2C/C=C(\C)CCC=C(C)C
4	COc1ccc(N2C(=O)c3n[nH]c(C(C)C)c3C2c2ccc(C)cc2)cc1 (stereo not given)
-2	COC(=O)[C@]12C[C@H](CC(=O)N3CCCCC3)C(=O)N(CCC3=CCCCC3)C1=C[C@H](C(C)(C)C)O[C@@H]2C
-1	CC(C)C[C@H]1CN([C@@H](Cc2ccccc2)CN2CCC[C@H]2CN2C(=O)C(=O)NC[C@@H]2Cc2ccccc2)C(=O)C(=O)N1CC1CCCCCC1
0	O=C1NC(Cc2cnc[nH]2)C(=O)N2CCCC12 (stereo not given)
2	COc1ccc(Cn2cc(CN3[C@@H](c4ccccc4)COc4cc(Br)ccc4S3(=O)=O)nn2)cc1
0	O=C(N/N=C/c1ccncc1)c1cccc([N+](=O)[O-])c1
6	C[C@@H]1OC(C2CCCCC2)N(C)[C@H]2C[C@H]3c4[nH]c5cccc(-c6ccccc6)c5c4CCN3C(=O)[C@@H]12 (stereo not given in full)
3	CCOc1cc(NC(=O)c2cccs2)c(OCC)cc1NC(=O)CCC(=O)NCc1ccccn1
14	Cc1ccc2[nH]c3c(c2c1)CN(C(=O)CN1CCSCC1)CC3
23	N/C(=N\OC(=O)c1cnn(-c2ccccc2)c1C(F)(F)F)c1cc(C(F)(F)F)cc(C(F)(F)F)c1
11	COc1ccccc1-c1nc(NC(C)=O)n[nH]1
-1	CN(C(=O)CSc1ncnc2c(-c3cccs3)nsc12)C1CCCCC1
1	O=c1c2ccccc2nnn1Cc1ccco1
2	COC(=O)c1cc2c(c3c4cc(F)ccc4n(S(=O)(=O)c4ccc(OC)cc4)c13)C(=O)N(Cc1ccccc1OC)C2
0	O=C1c2[nH]nc(-c3ccccc3)c2C(c2cccc(C(F)(F)F)c2)N1c1ccccc1 (stereo not given)
1	Nc1nc2c(ncn2[C@@H]2O[C@H](C(=O)N[C@H](Cc3ccccc3)C(=O)NCc3ccccc3)[C@@H](O)[C@H]2O)c(=O)[nH]1
4	COc1cccc(C2=CC(c3ccc(OC)c(OC)c3)NC(=S)N2)c1 (stereo not given)
0	O=C(CSc1nnc(NC(=O)c2ccccc2Cl)s1)Nc1ccc2c(c1)oc1ccccc12
-1	CCCCCCCCN1C(=O)[C@@H](CC(=O)NCc2ccc(C)o2)C[C@@]2(C(=O)OC)C1=C[C@H](C1CCCC1)O[C@@H]2C
4	Cc1ccnc(NS(=O)(=O)c2cc(C(F)(F)F)ccc2Cl)c1
1	CCCOc1ccc(/C(O)=C2/C(=O)C(=O)N(CCOC)C2c2cccnc2)cc1 (stereo not given)
2	CC(C)C1=CC2C3C(C(C(C)C)=CC(=O)[C@@]3(C)O)C1C(=O)C2(C)O (stereo not given in full)

Other entries follow.
TAAR1 agonist	Compound
0	O=C1/C(=C/c2cccnc2)CCC/C1=C\c1cccnc1
1	COC(=O)N1Cc2ccnnc2CC1c1ccccc1-c1ccccc1 (stereo not given)
16	CCCCCCCN(c1ccccc1)C1C[C@H]2CCCC(=O)N3CC[C@@H](C1)[C@@H]23 (stereo not given in full)
16	Cc1ccccc1C(=O)N[C@H](C(=O)N1CCC[C@H]1C(=O)NCCc1ccccc1Cl)C1CCCCC1

Quoted from the listing:
Reading of Cc1ccccc1C(=O)N[C@H](C(=O)N1CCC[C@H]1C(=O)NCCc1ccccc1Cl)C1CCCCC1 under TAAR1 agonist: 16
Reading of O=C1/C(=C/c2cccnc2)CCC/C1=C\c1cccnc1 under TAAR1 agonist: 0
